PDI inh: inhibitors of human protein disulfide isomerase; P07237; PDI insulin aggregation turbidity, A650, 90 min; inhibition, % at 10 µM; actives 0.052% (n = 350,000); AID 588391;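 active = mean inhibition across replicates of 30% or more, whatever share of single replicates reach that level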;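 note: absorbance from insulin aggregation driven by PDI reduction with DTT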
Glyco luc inh: blocks N-linked glycosylation in D54 reporter cells. D54 ERlucT glycosylation luciferase reporter, 24 h; percent of 100 nM tunicamycin response. reporter increase, % at 12.5 µM. actives 0.23% (n = 360,000);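 active = mean luciferase reporter signal, scaled so untreated is 0 and the glycosylation-blocking control 100, at or above a set limit in every replicate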;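 note: luciferase carries N-glycosylation sites so blocking glycosylation raises the light; 0% = median of neutral control wells and 100% = median of 100 nM tunicamycin wells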
MC4R ag barr: agonists of human melanocortin 4 receptor (MC4R) beta-arrestin | P32245 | U2OS MC4R beta-arrestin complementation, luminescence; percent of melanotan II response, DMSO zero | activation, % at 8.9 µM | actives 0.98% (n = 360,000);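 active = activation above a per-plate cutoff, the mean activation of sample wells on that plate plus 3 SD, cut at about 8% in these data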
HTR2A ag: mouse HTR2A agonism via beta-arrestin recruitment | P35363 | CHO-K1 mHTR2A beta-arrestin complementation, luminescence; percent of 30 µM serotonin response | actives 0.66% (n = 360,000) | activation, % at 7.6 µM;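 active = activation above a run cutoff, the mean activation of all tested compounds plus 3 SD, cut at about 14% in these data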;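 note: 0% = plate median of compound wells and 100% = 30 µM serotonin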
ABCB6 inh MLPCN: blocks the human ABCB6 transporter. Q9NP58. K562-ABCB6 porphyrin accumulation, flow cytometry, 1 h; stronger effect = lower value. fluorescence ratio to DMSO, % at 10 µM. actives 0.19% (n = 360,000);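 active = fluorescence ratio to DMSO below 75%, the collection mean minus 3 SD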;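 note: signal is porphyrin accumulated inside mitochondria; 100% equals median channel fluorescence of DMSO control wells; lower ratio means ABCB6 inhibition with less porphyrin fluorescence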
Target sequence (Q9NP58 whole entry, looked up): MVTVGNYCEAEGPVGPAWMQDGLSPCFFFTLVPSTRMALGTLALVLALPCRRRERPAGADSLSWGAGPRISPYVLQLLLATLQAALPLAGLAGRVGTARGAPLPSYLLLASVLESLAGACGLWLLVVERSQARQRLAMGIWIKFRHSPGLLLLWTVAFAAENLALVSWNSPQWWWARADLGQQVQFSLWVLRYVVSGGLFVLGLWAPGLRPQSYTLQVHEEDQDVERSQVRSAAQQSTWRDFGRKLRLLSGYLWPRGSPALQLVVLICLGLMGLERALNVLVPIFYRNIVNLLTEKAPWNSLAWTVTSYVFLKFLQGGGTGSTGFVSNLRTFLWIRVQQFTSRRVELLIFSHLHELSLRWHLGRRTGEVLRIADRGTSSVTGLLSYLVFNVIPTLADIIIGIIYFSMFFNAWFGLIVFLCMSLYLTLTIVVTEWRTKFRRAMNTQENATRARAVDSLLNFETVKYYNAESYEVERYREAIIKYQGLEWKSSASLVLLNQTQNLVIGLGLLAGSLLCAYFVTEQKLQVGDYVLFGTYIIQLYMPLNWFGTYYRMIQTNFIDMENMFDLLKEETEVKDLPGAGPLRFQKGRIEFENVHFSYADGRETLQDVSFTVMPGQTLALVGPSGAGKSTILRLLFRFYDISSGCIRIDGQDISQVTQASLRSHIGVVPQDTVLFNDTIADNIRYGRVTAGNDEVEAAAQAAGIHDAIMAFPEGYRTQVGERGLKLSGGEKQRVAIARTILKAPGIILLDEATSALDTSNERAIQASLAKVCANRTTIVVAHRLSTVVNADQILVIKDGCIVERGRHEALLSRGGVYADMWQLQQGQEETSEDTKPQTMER
Cardio protect: protects H9c2 cardiomyocytes from peroxide injury. H2O2 injury protection, ATPLite, 2 h. protection from H2O2 cell death, % at 20 µM. actives 0.63% (n = 360,000);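 active = compounds giving at least 50% protection of heart cells from peroxide-induced death in the single-dose screen, raw or plate-pattern-corrected value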;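 note: 0% = DMSO wells with peroxide and 100% = DMSO wells without peroxide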
CaV13 ICDI inh: Disruptors of the CACNA1D IQ motif to Ca2+-dependent inactivation inhibitor domain association, primary screening, Förster resonance energy transfer in intact living …; HEK cells, CFP/YFP FRET ICDI-IQ, plate reader, 10 min; percent FRET-ratio fall versus neutral wells; inhibition, % at 12.3 µM; actives 0.098% (n = 340,000); AID 743397;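 active = mean replicate inhibition of at least 30% and at least 1% of replicates passing that level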;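 note: 0% = median of the neutral control wells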
Granule exo inh: lytic granule exocytosis inhibition. TALL-104 LAMP-1 surface exposure, flow cytometry; cells stimulated with thapsigargin and PMA. inhibition, % at 10 µM. actives 0.66% (n = 360,000);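 active = inhibition above about 55%, limit read from the data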
MC4R antag cAMP: human MC4R antagonism in cAMP assay; MC4R-expressing cells, MTII-stimulated cAMP, LANCE TR-FRET; P32245; inhibition, % at 6.5 µM; AID 540295; actives 0.48% (n = 360,000);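 active = inhibition above its plate's cutoff, the mean of tested wells on that plate plus 3 SD, cut at about 29% in these data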;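 note: 0% = Melanotan II alone and 100% = Melanotan II plus saturating MCL0020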
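Material: human MC4R-expressing U2OS cells. Probe or stimulus: Melanotan II challenge. Dosing: 6.5 µM single dose. Times: 30-min compound, 1-h challenge, 1-h detection, room temperature. Technique: TR-FRET with Eu-cAMP and labeled anti-cAMP, 671 nm. Replication: singlicate.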
ABHD5 PLIN5 PPI: blocks binding of human ABHD5 to perilipin-5; Q00G26+Q8WTS1; Split G. princeps luciferase complementation, luminescence, 4 h; inhibition, % at 4 µM; actives 0.78% (n = 360,000);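 active = inhibition above the mean inhibition across every tested compound plus 3 SD, cut at about 22% in these data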;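 note: 0% = DMSO only wells and the 100% control is not disclosed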
* = called active by the depositor; . = no result given. Not a hit list. About 4.2% of those tested had a hit in this group.

SMILES	PDI inh	Glyco luc inh	MC4R ag barr	HTR2A ag	ABCB6 inh MLPCN	Cardio protect	CaV13 ICDI inh	Granule exo inh	MC4R antag cAMP	ABHD5 PLIN5 PPI
Cc1ccc(C(=O)N/C(=C/c2cccnc2)C(=O)N2CCCCCC2)cc1	2.8	.	-3.6	-2.5	102.0	-0.5	-6.4	0.3	0.3	0.8
O=C(CCSc1ccc(Cl)cc1)N1CCOCC1	6.4	-0.3	-0.8	-3.1	95.0	0.2	-5.4	-1.0	1.4	-6.9
NC(=O)CSc1nnc2sc3ccccc3n12	-0.7	0.3	-1.4	5.3	105.0	-4.2	-3.3	0.1	6.7	-3.9
CCNC(=S)Nc1ccc(OCc2nc3ccccc3s2)cc1	-1.5	-4.4	-1.7	2.4	98.0	-6.0	-2.8	-2.3	-3.0	-12.0
Cn1c(SCC(=O)Nc2ccc(N3CCOCC3)cc2)nnc1-c1ccco1	-10.3	2.0	-2.3	5.8	94.0	-5.6	-3.8	-5.9	1.1	0.1
CC1CCC2(CC1)SCC(=O)N2c1ccc(F)cc1 (centres undefined)	-12.7	0.9	-1.6	7.1	100.0	0.2	2.5	3.2	2.8	-1.1
O=c1c2ccccc2[nH]c(=S)n1Cc1ccc2c(c1)OCO2	2.6	-1.5	6.3	-3.6	94.0	-3.0	0.6	-2.8	12.4	-0.4
Cc1nccn1CC(O)COC1CCCCC1 (centres undefined)	3.4	-0.5	0.0	-1.1	89.0	-6.5	-0.5	4.8	16.0	-2.7
CCOC(=O)N1CCN(C(=S)NC2CCCCC2)CC1	3.2	2.4	0.6	5.3	94.0	1.3	-3.2	2.9	20.5	-3.9
O=C(O)c1ccccc1C(=O)NCCc1c(C(=O)O)[nH]c2ccc(Cl)cc12	2.3	-0.6	-1.2	-0.4	102.0	3.1	-1.7	7.9	11.0	-1.5
CCCCN1C(=O)C(CC(=O)NCc2cccc3ccccc23)CC(C(=O)N2CCCCCC2)=C1C (centres undefined)	.	.	.	6.7	94.0	.	-12.4	-11.0	.	7.0
C=CCOc1ccc(C[C@H](N)C(=O)NC[C@H]2O[C@@H](n3cnc4c(N)ncnc43)[C@H](O)[C@@H]2O)cc1	0.9	1.6	-3.2	-0.4	101.0	1.8	.	-2.9	-2.0	-9.7
O=[N+]([O-])c1ccc(S(=O)(=O)N2CCN=C2SCc2ccc(F)cc2)cc1	-3.8	4.5	10.9*	-0.3	96.0	0.3	-9.0	0.7	1.9	0.2
O=C(OCc1ccccc1)C1CCCN1C(=O)c1ccccc1[N+](=O)[O-] (centres undefined)	-0.2	-0.3	-1.9	-1.0	108.0	-4.0	-8.7	-1.3	1.5	1.4
CCC1CCCCN1C(=S)Nc1cccc(S(=O)(=O)N(C)C)c1 (centres undefined)	-3.0	0.9	-1.1	6.7	101.0	0.0	-1.7	-2.6	9.5	1.4
Cc1cc(C)c(S(=O)(=O)N2CCCC(C(=O)NC3CCCC3)C2)c(C)c1 (centres undefined)	4.9	1.2	-0.3	5.7	97.0	-5.5	-2.3	36.5	13.7	3.1
COc1cccc(CNC(=O)C(=O)NCC2OCCCN2S(=O)(=O)c2cc(C)ccc2C)c1 (centres undefined)	-14.2	-2.6	-2.1	2.9	102.0	0.8	-8.5	-0.7	0.6	3.8
Cn1cccc1C(=O)NC(=O)COC(=O)c1ccccc1Sc1ccccc1C#N	6.7	-1.6	-1.2	-0.5	89.0	-15.4	0.8	0.5	19.7	0.9
Cn1cccc1C(=O)OCC(=O)N1CCc2ccccc21	-1.8	-1.9	-0.4	-0.6	93.0	2.7	-5.1	1.2	1.2	5.2
CC12CC3(C)CC(C)(C1)CC(C(=O)NCCc1ccc(S(N)(=O)=O)cc1)(C2)C3	2.2	0.5	-0.7	-7.2	101.0	-3.5	-5.6	0.9	3.9	-0.5
CSc1nc(Oc2ccc(F)cc2)c2ccccc2n1	22.5	2.5	2.5	-3.9	97.0	-10.1	.	-3.1	0.9	-4.5
CCCCn1c(N)c(N(CC(C)C)C(=O)C2CC(=O)N(c3ccc4c(c3)OCCO4)C2)c(=O)[nH]c1=O (centres undefined)	-2.1	0.9	-2.5	1.8	99.0	6.9	-4.1	1.5	3.4	10.2
Cn1c(=O)[nH]c2c(c1=O)CCO2	3.9	2.7	2.0	0.4	93.0	-1.4	-2.9	-7.1	8.2	8.4
CCC(=O)c1ccc(OCc2ccc(C(=O)OC)cc2)cc1	2.5	-5.0	0.1	2.4	107.0	-8.0	-2.7	-0.5	14.8	-4.7

Gathered by group: those above with two or more sulfur atoms
SMILES	PDI inh	Glyco luc inh	MC4R ag barr	HTR2A ag	ABCB6 inh MLPCN	Cardio protect	CaV13 ICDI inh	Granule exo inh	MC4R antag cAMP	ABHD5 PLIN5 PPI
NC(=O)CSc1nnc2sc3ccccc3n12	-0.7	0.3	-1.4	5.3	105.0	-4.2	-3.3	0.1	6.7	-3.9
CCNC(=S)Nc1ccc(OCc2nc3ccccc3s2)cc1	-1.5	-4.4	-1.7	2.4	98.0	-6.0	-2.8	-2.3	-3.0	-12.0
O=[N+]([O-])c1ccc(S(=O)(=O)N2CCN=C2SCc2ccc(F)cc2)cc1	-3.8	4.5	10.9*	-0.3	96.0	0.3	-9.0	0.7	1.9	0.2
CCC1CCCCN1C(=S)Nc1cccc(S(=O)(=O)N(C)C)c1 (centres undefined)	-3.0	0.9	-1.1	6.7	101.0	0.0	-1.7	-2.6	9.5	1.4

Later entries:
SMILES	PDI inh	Glyco luc inh	MC4R ag barr	HTR2A ag	ABCB6 inh MLPCN	Cardio protect	CaV13 ICDI inh	Granule exo inh	MC4R antag cAMP	ABHD5 PLIN5 PPI
CCOC(=O)CN(C(=O)c1snc(C(N)=O)c1N)C(C(=O)NCCC(C)C)c1ccc(C)cc1 (centres undefined)	-3.8	0.5	-0.3	2.3	96.0	4.0	-5.9	-1.8	8.6	-2.4
CCOC(=O)CNC(=O)Cn1cnc2c(nnn2-c2ccc(F)cc2)c1=O	-1.7	-1.2	-2.7	4.3	97.0	4.0	-9.3	-1.6	7.5	0.6
CCCn1c(SCC(=O)c2ccc3c(c2)OCCO3)nnc1C(C)C	-5.1	-2.1	-1.7	8.9	87.0	2.3	0.3	3.3	3.8	-1.9
O=[N+]([O-])c1ccccc1/C=N/N1CCN(c2ccccn2)CC1	-5.5	1.9	0.3	3.9	99.0	4.8	-4.2	-3.5	6.0	1.0
CCOc1ccc(OCC)c(NC(=O)CN2CCN(c3cccc(C)c3)CC2)c1	-3.0	-2.9	2.5	7.8	90.0	-6.3	.	-1.7	10.0	1.8
COCCCN1C(=O)C(CC(=O)NC(c2ccccc2)c2ccccc2)CC(C(=O)N(C(C)C)C(C)C)=C1C (centres undefined)	.	2.5	.	2.3	94.0	10.5	-3.7	-1.6	.	-0.6
CC(C)CCNC(=O)C1CCCN1C(=O)NC1CCCCC1 (centres undefined)	1.1	3.0	-1.4	-2.1	99.0	-16.9	-5.4	-5.3	-5.3	-4.6
Cc1nn(-c2ccccc2)c(Cl)c1/C=N/NC(=O)OC(C)(C)C	-0.9	-3.3	0.3	-0.5	96.0	20.7	-5.2	0.4	-2.8	-7.8
COc1ccccc1CNC(=O)CN(C)S(=O)(=O)c1ccc(Br)s1	-0.8	-2.0	-0.5	8.9	98.0	-0.2	-7.2	39.1	3.8	2.9
Cc1ccc2nc(Cc3ccc(N)cc3)[nH]c2c1	10.4	4.1	-2.2	-2.0	100.0	0.7	-5.2	3.7	2.7	3.7
Cc1nnsc1C(=O)NC1CCCc2c1cnn2-c1ccccc1F (centres undefined)	4.9	-1.0	1.2	3.5	88.0	-13.8	-3.3	-11.5	0.7	-5.0
CCOC(=O)C1=C(COC(=O)/C=C/c2cc(OC)c(OC)c(OC)c2)NC(=O)NC1C (centres undefined)	-3.1	6.4	-2.9	-3.0	96.0	16.5	-3.2	2.6	-20.4	0.9
COc1ccc(-c2oc3cc(O)c(OC)c(O)c3c(=O)c2OC)cc1O	8.1	18.1	-2.4	0.1	99.0	3.6	-6.6	8.3	-28.6	10.2
COc1ccc(S(=O)(=O)NCc2ccncc2)cc1NC(=O)c1ccccc1	-18.2	0.2	1.1	8.4	93.0	-1.5	-1.8	-0.6	2.7	1.8
CCOC(=O)C1=C(CNC(C)(C)CC(C)(C)C)NC(=O)NC1c1cccc([N+](=O)[O-])c1 (centres undefined)	-8.0	-6.4	-0.1	-2.4	104.0	2.8	7.4	0.9	17.2	-3.6
CC1CCN(S(=O)(=O)c2ccc3c(c2)N(CC(=O)NCCCN2CCCCC2C)C(=O)CS3)CC1 (centres undefined)	4.0	3.1	-3.4	-4.0	98.0	-5.8	-5.1	-0.7	1.0	-2.6
Cc1cccc(C)c1NC(=O)c1ccc2c(c1)CCN2S(C)(=O)=O	-0.2	-1.1	-1.7	2.4	101.0	-0.6	-3.8	6.1	6.5	16.7
C(=N\Nc1nn2cnnc2c2ccccc12)/c1ccco1	-0.2	-0.6	-0.6	0.2	96.0	10.2	-8.2	-3.5	6.9	3.8
COc1ccc([C@H]2C[C@@H](O)[C@H](n3cc(COC(=O)c4ccccc4)nn3)CN2C(=O)C2CCCCC2)cc1	-4.2	-0.4	1.4	-2.9	93.0	7.3	-6.6	-6.1	11.4	-0.1
Cc1ccccc1NC(=O)CN(C)S(=O)(=O)c1cccs1	-6.3	-1.2	-0.5	3.1	100.0	-1.6	-3.9	-7.2	5.3	2.2
O=C(NCCc1ccccc1F)[C@@H]1CSC2c3ccccc3C(=O)N21 (some centres undefined)	-3.1	-0.1	-1.1	2.4	112.0	-8.4	.	-3.6	4.3	-5.3
N#Cc1c(NC(=O)CSc2nnc(-c3ccco3)n2-c2ccccc2)sc2c1CCC2	2.9	1.3	-2.9	-5.0	99.0	-0.7	-0.4	-0.3	-2.9	11.7
CC(C)(C)[C@H]1CCC(=O)N([C@H](CC#N)Cc2ccccc2)CC1	3.3	1.0	2.4	-1.0	101.0	9.8	-4.0	-3.1	-0.1	2.4
COc1ccc(C(=S)N2CCN(c3cccc(Cl)c3)CC2)cc1	-8.9	-1.3	-0.5	-9.7	99.0	-4.8	-4.8	-8.4	7.7	0.0
CC(=O)Nc1ccc(S(=O)(=O)N2CCN(C(=O)CCC3CCCC3)CC2)cc1	-4.6	.	0.4	1.6	89.0	-21.3	-4.9	-0.2	3.6	-3.9
COc1ccc(-c2n[nH]c(=S)n2-c2ccc(C)cc2)cc1	-2.1	-0.9	-1.0	6.0	98.0	0.6	-3.2	0.3	9.5	-2.9
CCOc1ccc2nc3cc(NCc4ccc(OC)cc4)ccc3c(N)c2c1	11.4	-20.7	12.8*	-11.8	243.0	-21.8	.	33.5	18.8	-3.8
COc1ccc(N2CCN(CC(O)COc3ccc4c(c3)CCC4)CC2)cc1 (centres undefined)	11.6	0.2	7.8	-1.7	91.0	-4.4	-4.4	-0.7	-5.8	2.2
O=C(/C=C/c1ccc2c(c1)OCO2)NCc1ccncc1	7.7	1.8	-2.1	-3.4	93.0	4.4	1.2	-9.0	19.3	-1.8
